ANO1 activ – TMEM16A chloride channel activators or potentiators, primary screen, cell-based, HTS; HEK293 TMEM16A/YFP-H148Q/I152L, iodide quench fluorescence; active compounds read low; actives 0.3% (n = 340,000); B-score at 10 µM; AID 623877, 2012; Anoctamin-1 (Mus musculus), Q8BHY3;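 active = fluorescence-ratio B-score plate-corrected deviation score at least 3 library SD below zero, with starting fluorescence score within 5 deviations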;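 also: channel opened by trigger with iodide after compound preincubation; score built on the fluorescence ratio of max minus min over baseline; more negative score means more quench and so TMEM16A activation or potentiation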
TRPC4 agonist – activators of mouse TRPC4 channel, primary screen, Fluo4 calcium, HEK293 TRPC4beta/mu-opioid cells; Fluo4 calcium fluorescence; active compounds read high; B-score at 10 µM; actives 0.49% (n = 310,000); AID 2237, 2010;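 active = B-score above 5 SD of library B-scores, and initial fluorescence ratio not above library mean plus 5 SD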;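 also: positive B-score marks a calcium rise read as TRPC4 activation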
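Assay system: HEK293 stable line with TRPC4beta plus mu-opioid receptor; schedule: 45 min room-temperature Fluo4 loading, 110 s read; technique: kinetic Fluo4 calcium fluorescence; evaluation: integrated baseline-normalised fluorescence ratio, converted to per-well B score; controls: buffer (low) and maximal DAMGO (high)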
KCNK9 block – KCNK9 potassium channel inhibitors, primary screen, HEK293 cells, thallium flux; Potassium channel subfamily K member 9 (Homo sapiens), Q9NPC2; FluxOR thallium flux fluorescence; active compounds read low; B-score at 10 µM; actives 1.2% (n = 310,000); AID 488922, 2010;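 active = ratio B-score over 3 SD below the library mean, with starting fluorescence within 5 SD of its mean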;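 also: negative B-score means less thallium flux so channel inhibition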
Target sequence (Q9NPC2 whole entry, looked up): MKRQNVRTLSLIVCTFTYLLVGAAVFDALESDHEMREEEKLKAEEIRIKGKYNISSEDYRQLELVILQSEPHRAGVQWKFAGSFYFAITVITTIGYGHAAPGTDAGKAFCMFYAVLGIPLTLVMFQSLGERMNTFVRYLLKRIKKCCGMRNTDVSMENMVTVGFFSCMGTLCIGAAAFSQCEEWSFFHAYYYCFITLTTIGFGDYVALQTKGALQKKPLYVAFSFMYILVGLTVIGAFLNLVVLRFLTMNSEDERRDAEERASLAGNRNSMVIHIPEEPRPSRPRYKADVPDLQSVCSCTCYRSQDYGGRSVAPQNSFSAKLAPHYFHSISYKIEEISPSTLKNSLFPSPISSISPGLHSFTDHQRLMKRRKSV
KCNK3 inh – human KCNK3 channel inhibitors, primary screen, CHO cells, FluxOR thallium flux, B-score; B-score at 10 µM; Potassium channel subfamily K member 3 (Homo sapiens), O14649; FluxOR fluorescence; active compounds read low; actives 0.84% (n = 340,000);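 active = B-score under library mean minus 4 SD, starting fluorescence ratio at most library mean plus 5 SD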;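 also: more negative B-score means stronger inhibition of thallium flux through KCNK3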
DYRK1A inh – rat Dyrk1A kinase inhibitors, primary screen, biochemical, single point, plate reader; Dual specificity tyrosine-phosphorylation-regulated kinase 1A (Rattus norvegicus), Q63470; ADP-Glo luminescence, NFATc1 peptide; inhibition, % at 12.5 µM; actives 0.43% (n = 310,000); AID 504441, 2011; in the data active = inhibition above about 50%;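 also: plate controls were vehicle with enzyme for no effect and no enzyme for full effect; many of its hits are not listed in these tables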
TRPC4 potent – positive allosteric modulators of TRPC4, primary screen, cell-based, mouse TRPC4beta, HEK293 mu-opioid, Fluo-4 calcium. AID 2227, 2009. Short transient receptor potential channel 4 (Mus musculus), Q9QUQ5. actives 0.42% (n = 310,000). DAMGO EC20, Fluo-4 Ca2+ flux; active compounds read high. B-score at 10 µM;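 active = B-score of calcium response area above 5 SD of library B-scores, with initial fluorescence ratio within 5 SD of library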;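 also: B-score of integrated fluorescence ratio over time as area under calcium response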
HDAC3 inh – HDAC3 deacetylase inhibitors, primary screen, biochemical, fluorescence, cell-free homogeneous. recombinant HDAC3, fluorogenic peptide/trypsin coupled. AID 2718, 2010. inhibition, % at 8.3 µM. actives 0.15% (n = 320,000). Histone deacetylase 3 (Homo sapiens), O15379; in the data active = inhibition above about 26%, passing the limit was not always enough
Target sequence (O15379 whole entry, looked up): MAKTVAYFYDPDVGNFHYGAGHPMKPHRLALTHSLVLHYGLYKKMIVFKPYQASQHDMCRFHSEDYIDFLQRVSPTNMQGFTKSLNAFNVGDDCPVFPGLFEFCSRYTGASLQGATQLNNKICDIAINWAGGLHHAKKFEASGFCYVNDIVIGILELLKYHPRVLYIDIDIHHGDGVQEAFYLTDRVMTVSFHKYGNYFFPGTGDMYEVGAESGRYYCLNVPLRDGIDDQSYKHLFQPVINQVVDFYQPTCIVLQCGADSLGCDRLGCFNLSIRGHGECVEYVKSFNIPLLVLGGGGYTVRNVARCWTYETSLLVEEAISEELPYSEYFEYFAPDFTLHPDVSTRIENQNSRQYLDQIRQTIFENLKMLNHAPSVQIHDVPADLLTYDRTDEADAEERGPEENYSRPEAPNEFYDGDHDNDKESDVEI
KCNQ1 act – potentiators or activators of KCNQ1 channel, primary screen, cell-based, thallium flux, high-throughput | Potassium voltage-gated channel subfamily KQT member 1 (Homo sapiens), P51787 | CHO-K1 KCNQ1, thallium flux FluxOR fluorescence; active compounds read high | B-score at 10 µM | actives 0.35% (n = 310,000);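 active = fluorescence ratio B-score, a plate-corrected score, at least three library SD, with initial intensity B-score within 5 SD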
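Schedule – 37 °C overnight plating, 90-min dark dye load, 20-min compound pretreatment · System – stable KCNQ1 CHO-K1 line · Probe or stimulus – thallium- and potassium-containing depolarizing buffer · Measured by – kinetic FluxOR fluorescence, 10 s baseline plus 110 s post-stimulus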
hERG rescue – hERG rescue from dofetilide block, primary screen, cell-based, CHO-hERG, FluxOR thallium flux, dofetilide IC70 | Voltage-gated inwardly rectifying potassium channel KCNH2 (Homo sapiens), Q12809 | dofetilide IC70 present | activation (rescue from dofetilide block), less the hit threshold, % at 10 µM | actives 0.51% (n = 310,000);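 active = activation above the mean of controls blocked by dofetilide plus 5 SD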;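 also: thallium influx through hERG after potassium depolarization seen as dye fluorescence rise; in these data hits start at about 4.7%; inactives centre near -7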
TMEM16A inh – TMEM16A chloride channel inhibitors, primary screen, cell-based, HTS; actives 1.2% (n = 310,000); AID 588511, 2011; Anoctamin-1 (Mus musculus), Q8BHY3; normalized B-score (activity score, 25-100; higher = stronger inhibition) at 10 µM; HEK293 TMEM16A/YFP iodide influx fluorescence, ionomycin;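 active = ratio plate-corrected score three or more library SD toward inhibition, starting fluorescence score within five deviations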;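 also: score derived from kinetic fluorescence span divided by baseline fluorescence per well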
KCNQ1 inh – inhibitors of human KCNQ1 channel, primary screen, cell-based, thallium flux, high-throughput; Potassium voltage-gated channel subfamily KQT member 1 (Homo sapiens), P51787; CHO-K1 KCNQ1, FluxOR thallium flux fluorescence; active compounds read high; B-score at 10 µM; actives 1.3% (n = 310,000); AID 2642, 2010;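 active = compounds whose thallium flux B-score, printed positive for inhibition, exceeds three library SD while starting fluorescence stays within three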;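 also: channel opened by potassium depolarization with thallium stimulus after 20 min compound exposure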
Numbers without * were called inactive; i = inactive; · = no result given. Only part of the results is shown; rates above refer to the full screens.

structure	TRPC4 agonist	KCNK3 inh	KCNK9 block	DYRK1A inh	KCNQ1 act	ANO1 activ	TRPC4 potent	hERG rescue	TMEM16A inh	HDAC3 inh	KCNQ1 inh
O=C(Nc1ccc(Br)cn1)c1ccc([N+](=O)[O-])o1	i	i	i	3	i	i	i	-3	i	2	i
Fc1cccc(CSc2ccc3nnc(-c4ccccn4)n3n2)c1	i	i	i	·	i	i	i	-24	i	-2	i
COc1cc(OC)cc(C(=O)NCCc2cnc[nH]2)c1	i	i	i	1	i	·	i	0	i	2	i
CCOc1ccccc1C1c2[nH]c3ccccc3c2C[C@H]2C(=O)N(C3CC3)CC(=O)N12 (stereo not given in full)	i	i	i	-2	i	i	i	-7	i	-2	i
CCC(=O)Nc1cccc(NC(=O)CSc2nnc(-c3ccc(NS(C)(=O)=O)cc3)n2CC)c1	i	i	i	4	i	i	i	-11	i	6	i
Cc1cccc(NC(=S)N2CCN(c3cc(C)ccc3C)CC2)c1	i	i	i	-2	i	i	i	-3	i	3	i
Cc1cc2c(NC(=O)CCCC(=O)O)cccc2nn1	i	i	i	-9	i	i	i	-9	i	1	i
Cc1ccc(N=Cc2ccc(N(C)C)cc2)cc1	i	i	i	-6	i	i	i	-10	i	-15	i
N=c1c2c(n(Cc3ccc(Cl)c(Cl)c3)c3c1CCC3)CCCC2	i	i	i	3	i	i	i	-14	i	-1	i
COc1cc(/C=C/C(=O)NC(C)(C)C)ccc1OCc1ccccc1	i	i	i	0	i	i	i	-8	i	5	i
Cc1ccc(/C=C2/NC(=O)N(Cc3ccccc3)C2=O)o1	i	i	i	-6	i	i	i	-5	i	3	i
COc1cccc(CNC(=O)CN(C)S(=O)(=O)c2ccc3c(c2)n(C)c(=O)c(=O)n3C)c1	i	i	i	6	i	i	i	-8	i	3	i
Cc1ccc(NC(=O)CCNS(=O)(=O)c2ccc3[nH]c(=O)oc3c2)c(C)c1	i	i	i	9	i	i	i	-6	i	-8	i
C/C(=N\O)C(C)(C)Nc1cccc(F)c1	i	i	i	·	i	i	i	-12	i	0	i
COc1cccc(OC)c1C(=O)NC(=S)NCc1ccccc1	i	i	i	-1	i	i	i	-1	i	2	i
O=C(/C=C/NNC(=O)c1cccc(Br)c1)c1cccc(Br)c1	i	-9*	-9*	-3	i	i	i	-15	i	5	i
COc1ccc(NC(=S)N2CCNC(=O)C2CC(=O)Nc2cccc(Cl)c2C)cc1 (stereo not given)	i	i	i	-40	i	i	i	-12	i	-4	i
CC(C)CC1=C/C(=C/c2ccc(-c3ccccc3)o2)C(=O)O1	i	i	i	-2	i	i	i	-8	i	0	i
CCN(CC)c1ccc(C(=O)NNC(=O)CN2C(=O)NC3(CCCCC3)C2=O)cc1	i	i	i	-5	i	i	i	-6	i	·	i
O=C(CS(=O)(=O)c1ccccc1)N1CCc2ccccc21	i	i	i	-8	i	i	i	-10	i	-1	i
NS(=O)(=O)c1ccc(CCNC2CC(=O)N(CCc3ccccc3)C2=O)cc1 (stereo not given)	·	i	·	5	·	i	·	·	i	-4	·
COc1ccc(S(=O)(=O)Cc2ccc(C(=O)N3CCN(c4cc(C)ccc4C)CC3)o2)cc1	i	i	i	-7	i	i	i	-10	i	1	i
CCOc1ccccc1NC(=O)NC(C)c1ccc2c(c1)OCO2 (stereo not given)	i	i	i	10	i	i	i	-13	i	-1	i
CCOC(=O)C(C)Sc1ccc2nnc(-c3ccc(F)cc3)n2n1 (stereo not given)	i	i	i	8	i	i	i	-8	i	0	i
CCc1nnc(NC(=O)c2ccc(NS(=O)(=O)c3ccccc3)cc2)s1	i	i	i	2	i	i	i	-14	i	4	i
O=[N+]([O-])c1ccc(OS(=O)(=O)Cc2ccccc2)cc1	i	i	i	3	i	i	i	-8	i	2	i
CC(C)(C)NC(=O)C(c1c[nH]c2ccccc12)N(C(=O)Cn1nnc(-c2ccc(Cl)cc2)n1)c1ccccc1F (stereo not given)	i	i	i	-7	i	i	i	-12	i	15	i
COc1ccc(C(CNC(=O)Nc2ccccc2)N2CCN(C)CC2)cc1 (stereo not given)	i	i	i	-4	i	i	i	-3	i	-3	i
CCC1CCCCN1CCNS(=O)(=O)c1ccc2c(c1)oc(=O)n2C (stereo not given)	i	i	i	3	i	i	i	-8	i	6	i
COc1ccc(NS(=O)(=O)c2cccc(C(=O)OCC(=O)N3CCN(c4ccc(OC)cc4)CC3)c2)cc1	i	i	i	0	i	i	i	-8	i	-6	i
Cc1ccccc1CN1CCN(S(=O)(=O)c2cccs2)CC1	i	i	i	-1	i	i	i	-4	i	9	i
COc1ccc(NC(=O)Cc2nnc(SCC(=O)Nc3nccs3)n2C)cc1	i	i	i	6	i	i	i	-6	i	4	i
O=C(Nc1c(C(=O)Nc2cccc(F)c2)oc2ccccc12)c1ccc2c(c1)OCO2	i	i	i	1	i	i	i	-11	i	-3	i
CC(=O)Oc1c(Br)cc(N(C(C)=O)S(=O)(=O)c2ccccc2)c2ccccc12	i	i	i	-4	i	i	i	-13	i	1	i
CC1(C)OC(=O)C(=CNCC(O)c2ccccc2)C(=O)O1 (stereo not given)	i	i	i	0	i	i	i	-8	i	3	i
CCC(=O)N1CCc2cc(Br)cc(S(=O)(=O)N(C)c3ccc(OC)cc3)c21	i	i	i	4	i	i	i	-8	i	1	i
CCOc1ccc(NC(=S)Nc2ccc(OC(F)(F)F)cc2)cc1	i	i	i	1	i	i	i	-3	i	-3	7*
CCCCn1c(N)c(N(CCOC)C(=O)c2ccc(-c3ccc(Cl)cc3)o2)c(=O)[nH]c1=O	i	i	i	13	i	i	i	-10	i	·	i
O=C(CN1CCN(S(=O)(=O)N2CCCCC2)CC1)Nc1ccc(Br)cc1	i	i	i	-2	i	i	i	-11	i	5	i
CCc1ccc(N(C(=O)c2ccco2)C(C(=O)NC2CCCC2)c2cccnc2)cc1 (stereo not given)	i	i	i	4	i	i	i	-11	i	1	i
NC(N)=N/N=C/c1ccc(OCc2ccc(Cl)cc2Cl)cc1	i	i	i	10	i	i	i	-8	i	8	i
O=C(CCc1ccccc1O)NC1CCCc2ccccc21 (stereo not given)	i	i	i	-3	i	i	i	-18	i	-8	i
Cc1ccc(NC(=O)C2CC(=O)N(Cc3ccco3)C2)cc1 (stereo not given)	i	i	i	·	i	i	i	-5	i	-5	i
Cn1c(NC(=O)C[n+]2cc(-c3ccc(Cl)c(Cl)c3)n3c2CCC3)cc(=O)n(C)c1=O	i	i	i	-5	i	i	i	-5	i	-11	i
CC(=O)Nc1sc2c(c1C(c1cccc(Cl)c1)N1CCN(CCO)CC1)CCCC2 (stereo not given)	i	i	i	7	i	i	i	-9	i	2	i
Cc1ccccc1C(=O)c1cccn1CC(=O)NCCCN1CCc2ccccc2C1	i	i	i	4	i	i	i	-12	i	-2	i
COC(=O)c1cc(S(=O)(=O)NCC2CCN(Cc3cccc(F)c3)CC2)cn1C	i	i	i	3	i	i	i	-10	i	-3	i
CCOC(=O)C(C)Oc1cc(Cl)c(C=O)cc1OC (stereo not given)	i	i	i	1	i	i	i	-6	i	-1	i
CCCCS(=O)(=O)NC1=NCN(CC)CN1	i	i	i	1	i	i	i	-8	i	2	i
Cc1ccc(-c2noc(C3CCCN(C(=O)c4cccc([N+](=O)[O-])c4)C3)n2)o1 (stereo not given)	i	i	i	2	i	i	i	-10	i	2	i

The results go on:
structure	TRPC4 agonist	KCNK3 inh	KCNK9 block	DYRK1A inh	KCNQ1 act	ANO1 activ	TRPC4 potent	hERG rescue	TMEM16A inh	HDAC3 inh	KCNQ1 inh
CCCCC(CC)CNC(=O)c1[nH]c(C)c(C(C)=O)c1C (stereo not given)	i	i	i	7	i	i	i	-8	i	3	i
O=S1(=O)CCN2C(=N1)Sc1c2ccc2c1CCCC2	i	i	i	-2	i	i	i	-8	i	-3	i
CSc1nc2ccc(S(=O)(=O)Nc3c(C)n(C)n(-c4ccccc4)c3=O)cc2s1	i	i	i	-5	i	i	i	-17	i	3	i
Cc1ccn2c(c1)nc(=O)c1cc(S(=O)(=O)N3CCOCC3)ccc12	i	i	i	6	i	i	i	-8	i	-27	i
Cc1cc(C)n2c(SCCC(C)C)nnc2n1	i	i	i	5	i	i	i	-3	i	4	i
Cc1onc(-c2c(Cl)cccc2Cl)c1C(=O)Nc1nc(C(C)(C)C)cs1	i	i	i	5	i	i	i	-13	i	10	i
N#Cc1ccc(N2CCCNCC2)nc1	44*	i	i	2	i	i	i	-9	i	-2	i
Cc1cc(C)c(-c2cc(NC(=O)COC(=O)c3ccc(NC(=O)CC#N)cc3)n(-c3ccccc3)n2)cc1C	i	i	i	-1	i	i	i	-9	i	-2	6*
O=C(COc1ccccc1)N=C1SC2CS(=O)(=O)CC2N1c1ccc(F)cc1F (stereo not given)	i	i	i	3	i	i	i	-6	i	-2	i
CCOC(=O)C1=C(C)N(c2ccc(C)cc2)C(=O)/C1=C\c1ccc(O)c(OC)c1	i	i	i	19	i	i	i	-12	i	-1	i
COc1ccc(OC)c(NC(=O)CCNS(=O)(=O)c2ccc3c(c2)oc(=O)n3C)c1	i	i	i	-9	i	i	i	-7	i	5	i
